# PDI inh = blocks human protein disulfide isomerase activity. 350,000 compounds, 0.052% hits. PDI insulin aggregation turbidity, A650, 90 min. P07237. inhibition, % at 10 µM;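 active = mean inhibition across replicates of 30% or more, whatever share of single replicates reach that level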;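 note: absorbance from insulin aggregation driven by PDI reduction with DTT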
# Target sequence (P07237 whole entry, looked up): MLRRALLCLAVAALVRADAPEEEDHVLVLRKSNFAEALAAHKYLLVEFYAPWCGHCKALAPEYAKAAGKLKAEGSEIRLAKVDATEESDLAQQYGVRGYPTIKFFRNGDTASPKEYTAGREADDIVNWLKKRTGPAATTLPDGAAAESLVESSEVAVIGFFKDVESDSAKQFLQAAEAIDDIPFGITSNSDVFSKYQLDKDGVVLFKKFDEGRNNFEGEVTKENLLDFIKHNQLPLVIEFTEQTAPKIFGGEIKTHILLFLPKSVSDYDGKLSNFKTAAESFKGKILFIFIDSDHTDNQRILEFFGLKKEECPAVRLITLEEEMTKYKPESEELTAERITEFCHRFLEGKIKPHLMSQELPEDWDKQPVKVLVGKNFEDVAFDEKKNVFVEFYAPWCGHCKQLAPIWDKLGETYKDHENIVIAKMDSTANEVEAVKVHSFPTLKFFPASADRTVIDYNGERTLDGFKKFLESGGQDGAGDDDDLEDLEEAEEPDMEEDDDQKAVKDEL
# NR2E3 ag-1 = human photoreceptor-specific nuclear receptor agonism; Q9Y5X4; CHO-S Gal4-NCOR/VP16-NR2E3 two-hybrid, luciferase; inhibition of corepressor binding, % at 3.98 µM; 360,000 compounds, 0.35% hits; AID 602229;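 active = inhibition above the mean of all tested compounds plus 3 SD, cut at about 70% in these data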;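 note: 0% = DMSO with NR2E3 transfected cells and 100% = cells lacking NR2E3 construct; higher means lower luciferase signal from less NR2E3 corepressor binding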
# Target sequence (Q9Y5X4 whole entry, looked up, the tested form may be a part): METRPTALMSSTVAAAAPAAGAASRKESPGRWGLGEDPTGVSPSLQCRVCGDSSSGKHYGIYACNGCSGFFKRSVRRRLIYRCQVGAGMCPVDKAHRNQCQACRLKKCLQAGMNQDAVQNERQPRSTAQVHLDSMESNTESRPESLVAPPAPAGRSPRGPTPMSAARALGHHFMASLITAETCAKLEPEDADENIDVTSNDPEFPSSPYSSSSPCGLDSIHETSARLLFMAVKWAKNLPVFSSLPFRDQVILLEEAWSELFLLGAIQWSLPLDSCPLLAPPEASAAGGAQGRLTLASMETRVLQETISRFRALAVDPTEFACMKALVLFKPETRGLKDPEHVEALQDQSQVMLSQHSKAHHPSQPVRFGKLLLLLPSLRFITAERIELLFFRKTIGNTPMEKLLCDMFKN
# NR2E3 ag-2 = agonists of human nuclear receptor NR2E3; GST-NR2E3/biotin-RetCOR TR-FRET, 1536-well; 320,000 compounds, 0.12% hits; AID 2300; inhibition of corepressor binding, % at 4.78 µM; Q9Y5X4;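 active = percent inhibition above the cutoff of mean plus 3 SD of all tested compounds, set per screening campaign, cut at about 20% in these data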;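 note: 0% = DMSO wells and 100% = biotin wells as full block of FRET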
#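 System: GST-tagged NR2E3 plus biotinylated RetCOR corepressor; Buffer or medium: pH 7.5 Tris-based buffer; Probe or stimulus: RetCOR corepressor, biotinylated, 7 nM; Doses: compound at 4.8 µM, single dose; Schedule: 5 h incubation at 4 °C; Technique: time-resolved FRET; Evaluation: percent inhibition of TR-FRET ratio; Replication: one well per compound, singlicate testing.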
# MITF TRPM1 inh = inhibitors of MITF-driven TRPM1 promoter in melanoma cells | SK-MEL-5 TRPM1 promoter luciferase, 24 h | 330,000 compounds, 0.83% hits | inhibition, % at 12.5 µM;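 active = mean inhibition across replicates of 60% or more, whatever share of single replicates reaches that level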; note: values of inactives mirror those of a sister screen read the other way
# CaV13 ICDI inh = Disruptors of the CACNA1D IQ motif to Ca2+-dependent inactivation inhibitor domain association, primary screening, Förster resonance energy transfer in intact living …. 340,000 compounds, 0.098% hits. inhibition, % at 12.3 µM. HEK cells, CFP/YFP FRET ICDI-IQ, plate reader, 10 min; percent FRET-ratio fall versus neutral wells;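 active = mean replicate inhibition of at least 30% and at least 1% of replicates passing that level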;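 note: 0% = median of the neutral control wells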
# Peg3 promoter = reduces Peg3 promoter-driven luciferase expression in HeLa; HeLa PEG-Prom luciferase reporter, luminescence, overnight; inhibition, % at 20 µM; 360,000 compounds, 1.7% hits;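 active = inhibition of at least 50% at 20 µM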
# KKLEB cytotox = CF airway cell cytotoxicity counter-screen | activity change (cytotoxicity), % at 5 µM | AID 602141 | KKLEB CF airway cells viability, ATPlite luminescence, overnight; hits give low values; cells stimulated with P. aeruginosa culture filtrate | 360,000 compounds, 0.36% hits;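 active = corrected activity change at or below -50% at 5 µM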
# Shn3 3UTR inh = reduces Shn3 3'UTR luciferase signal in osteoblasts; Clone20 osteoblast Shn3 3'UTR firefly luciferase, 24 h; inhibition, % at 12.5 µM; AID 588674; 360,000 compounds, 0.52% hits;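 active = mean inhibition of at least 75% with every replicate also reaching 75%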;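 note: 0% = median of neutral control wells and 100% = pilot-screen positive control compound; some compounds past the cut are filed as inactive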
# CF NFkB inh = cystic fibrosis NF-kB activation inhibition; KKLEB NF-kB-GFP reporter, PAF-induced, GFP fluorescence overnight; inhibition, % at 5 µM; 360,000 compounds, 0.86% hits; AID 588850;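 active = at least 50% inhibition at 5 µM, scaled per plate between neutral and stimulator controls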;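 note: PAF is a Pseudomonas aeruginosa culture filtrate used as stimulus; plate controls were PAF-stimulated DMSO wells for no effect and unstimulated DMSO wells for full effect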
# Vif imaging = blocks HIV Vif function; HEK293T cells, Vif self-association by quenched fluorescence, imaging, 24 h; inhibition, % at 7.49 µM; 340,000 compounds, 0.35% hits; in the data active = inhibition above about 50%, passing the limit was not always enough; note: some results filed as inactive read as strong as hits
# HIF-2a inh = HIF-2a inhibition; 786-0 RCC cells HIF-2a reporter, luciferase luminescence, overnight; 360,000 compounds, 0.72% hits; inhibition, % at 18.8 µM;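 active = inhibition of the luminescence signal of 40% or more relative to plate controls, in a single-dose primary screen at 18.75 µM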
# The depositor's hits bear a star; i = inactive; . = not tested or not shown; & = joins results of further samples.
SMILES,PDI inh,NR2E3 ag-1,NR2E3 ag-2,MITF TRPM1 inh,CaV13 ICDI inh,Peg3 promoter,KKLEB cytotox,Shn3 3UTR inh,CF NFkB inh,Vif imaging,HIF-2a inh
Cc1ccc(Nc2nnns2)cc1,-2,1,4,-7,-5,3,-1,18,1,4,10
O=C(Nc1ccccc1)C1=C[C@H](c2csc3ccccc23)C[C@H](OCc2ccc(CO)cc2)O1,-3,-17,2,7,-4,36,-4,15,18,5,19
COc1ccc(NC(=O)C23CCC(C2)C(C)(C)C3=O)cc1 (configuration not stated),-16,-30,1,-3,-4,-10,8,-7,0,7,-23
O=C(O)c1ccc(N/N=C/c2ccc(OC(=O)c3cccc(Cl)c3)cc2)cc1,-4,-64,-1,78*,-16,69*,-4,19,-1,-2,72*
COc1ccc(C(=O)Nc2ccc(S(=O)(=O)N3CCN(C)CC3)cc2)cc1,-8,-5,1,-3,-2,15,4,11,-8,4,2
Cc1ccc(CNC(=O)C2CC(c3ccccc3C(F)(F)F)=NO2)o1 (configuration not stated),-3,22,-2,-17,-6,11,-4,-13,1,-1,2
CCCCCn1nc(C(=O)N(CC(C)C)c2c(N)n(CCCC)c(=O)[nH]c2=O)c2ccccc2c1=O,4,30,-2,-1,-6,9,-5,4,7,-3,-5
O=c1ncn(-c2cccc([N+](=O)[O-])c2)c2ccccc12,0,-16,1,4,-2,3,6,6,-1,-1,11
Nc1nonc1-n1nnc(C(=O)N/N=C/c2ccc(O)cc2)c1CN1CCCCCC1,.,-42,-1,-5,-2,10,3,-3,-31,26,-18
Cc1cc(OCc2cc(C(=O)N(C)CCCN3CCOCC3)no2)cc(C)c1Cl,3,-8,1,-20,-4,-35,-18,8,11,-5,-75
CCCC12CN3CCN(CC(C3)/C1=N\NC(=O)Nc1ccccc1)C2,-12,-43,1,5,-7,-1,-3,-14,-12,-13,2
FC(F)(F)c1cc(-c2ccco2)nc(-n2nc(C(F)(F)F)cc2C2CC2)n1,-3,-14,3,5,-6,5,1,-8,-5,0,-16
CCN(CC1CCCO1)C(=O)c1cc(COc2ccc(F)cc2F)on1 (configuration not stated),-2,11,2,5,-6,-2,-18,10,21,-1,-11
CCN1/C(=C\C(=S)Nc2ccccc2)Sc2ccccc21,-7,-17,-4,-12,-5,-303,-10,38,12,-19,-196
O=C(COC(=O)c1ccc(Br)o1)NCc1ccc2c(c1)OCO2,5,-5,.,9,-3,-3,3,4,4,7,12
COc1ccc(NS(=O)(=O)N2CCOCC2)cc1,1,5,-2,4,-6,4,-4,4,3,0,12
CC(=Nc1ccccc1)C1=C(O)CCCC1=O,0,-1,3,8,-3,-9,-1,-4,12,7,18
Cc1ccc(Cn2ccc(NC(=O)CCSc3nc(-c4ccco4)cc(C(F)(F)F)n3)n2)cc1,-3,12,5,11,.,31,-4,10,4,.,7
CC(C)c1ccc(NC(=O)CN2CCN(c3ccccn3)CC2)cc1,8,-10,2,-7,-20,-6,-8,-4,-10,-1,-34
Cc1ccc(NC(=O)c2ccc(Cl)c(S(=O)(=O)N3CCCC3)c2)nc1,-16,-90,5,0,-6,-64,10,21,-22,-6,-77
CC(=O)N/C(=C/c1ccc2c(c1)OCO2)C(=O)NCC(=O)O,-3,-8,1,11,-5,-10,-2,13,14,1,8
COc1cccc2sc(N)nc12,.,-11,1,-4,.,-10,-1,-5,-9,-7,-13
CCOCC(=O)N(CC)Cc1ccccc1,17,-14,-4,6,4,2,5,-21,4,-4,4
CCCCNC(=O)c1cn(CC)c2ccc(S(=O)(=O)N3CCCCCC3)cc2c1=O,-5,-5,2,11,-7,27,2,13,-1,3,7
COCc1cc(C)nc(Oc2ccccc2)c1C#N,-2,3,-4,-14,-20,13,-4,-6,0,17,11
C=CC[C@H](CC(=O)N(CCO)Cc1ccccc1)C(=O)N[C@H](C)COC(=O)[C@@H](CC=C)Cc1ccc(F)cc1,6,16,.,-6,-11,12,5,-8,-9,-9,0
O=C(Nc1nnc(CCN2CCCCC2)s1)c1ccc(Cl)cc1Cl,-5,-13,-3,-3,-6,-2,2,-3,10,-1,-1
Cc1ccc(C(=O)C(C)OC(=O)C2CCN(c3ccc(C(F)(F)F)cn3)CC2)cc1C (configuration not stated),-5,5,2,-15,-16,-10,-8,8,4,-8,-2
CC(C)(C)c1ccc(NC(=O)COC(=O)C2=COCCO2)cc1,7,-22,-5,-31,-6,-35,1,-30,7,5,-90
O=C(NC1CCCc2ccccc21)c1n[nH]c(=O)c2ccccc12 (configuration not stated),-4,-17,-4,5,12,2,0,54,-6,-3,6
CCCNC(=O)C1(C)CCCN(C(=O)c2ccc(OC(F)F)cc2)C1 (configuration not stated),6,13,.,.,-6,0,2,-7,-9,-5,4
Cc1ccc(C2C=NN(c3ccccc3)C2=O)cc1 (configuration not stated),-1,-18,-7,-23,14,-78,4,-30,2,0,-134
N#Cc1cn(-c2ccccc2)nc1-c1ccccc1,1,-12,-1,3,-9,-49,4,-56,-18,9,-94
Clc1ccc(-c2cc(CN3CCOCC3)no2)cc1,-6,-101,-5,-3,-4,-268,9,-53,-18,-2,-169
CCC(C)C(NC(=O)c1ccc(Cl)cc1)C(=O)Nc1cccnc1 (configuration not stated),0,-1,3,2,-5,-1,-3,10,7,9,15
C=CCNC(=O)CN(c1ccccc1OCC)S(=O)(=O)c1ccc(C)cc1,-3,5,2,-7,.,10,4,3,-7,-7,23
C[C@H](O)[C@@H]1CN2CCc3c([nH]c4ccccc34)[C@@H]2C[C@@H]1N(C)C(=S)Nc1ccc(C#N)cc1,.,-1,.,.,-13,16,6,4,-19,0,-3
Cc1ccc(CNC2=NCCCCC2)n1C,1,-22,-1,-4,-5,12,4,-5,1,-4,2
CCOC(=O)c1ccc2c(c1)nc(COc1ccc(OC)cc1)n2CC,0,2,-1,-5,-7,23,-6,27,4,-10,17
CC(/C=C/c1ccc(O)cc1)=N/O,6,-20,-4,-24,-4,-53,1,-10,11,-2,-66
O=C(Nc1ccccc1)N1CCC(c2nc(-c3ccc(S(=O)(=O)N4CCOCC4)cc3)no2)CC1,12,-42,2,17,-4,35,-8,44,15,.,18
CC(=O)N(C)c1ccc(NC(=O)Nc2ccc(C)c(C)c2)cc1,-2,2,-4,-21,4,-55,0,-19,-24,-1,-130
Cc1noc(C)c1NC(=O)Nc1cccc2c1O[C@H](CN(C)C(=O)Nc1ccc(C(F)(F)F)cc1)[C@@H](C)CN([C@H](C)CO)C2=O,-5,16,.,-10,-4,-4,-3,22,-3,6,8
COc1cccc(OC)c1C1=CC(=O)C[C@H](c2ccc3c(c2)OCO3)C1,-8,-3,0,2,-3,19,4,0,-7,-2,0
COc1cc(/C=N/NC(=O)c2ccc(Cl)cc2)ccc1OCC(=O)N1CC(C)OC(C)C1 (configuration not stated),0,-8,5,6,-2,11,8,0,-4,-6,-9
CC[n+]1ccc(C)c2cc(S(=O)C(F)(F)F)ccc21 (configuration not stated),7,-19,2,5,.,7,3,21,7,6,11
O=C(CSc1nnc(NC(=O)c2c(F)cccc2F)s1)NCC1CCCO1 (configuration not stated),9,-11,0,9,-14,15,1,4,12,-21,10
O=C(CN(Cc1cccs1)C(=O)CNS(=O)(=O)c1ccccc1)NC1CCCC1,-4,-13,-2,-1,-11,12,9,8,-10,1,11
CCOc1ccc(CNC(=O)CCCc2cn(C)c3ccccc23)cc1OC,-2,-21,2,.,-7,9,2,-8,-1,-14,16
CCC(C)NC(=O)c1ccc(CS(=O)(=O)Cc2ccc(Cl)cc2)o1 (configuration not stated),-2,8,1,5,-5,5,-4,4,-14,-3,9
# Further compounds
SMILES,PDI inh,NR2E3 ag-1,NR2E3 ag-2,MITF TRPM1 inh,CaV13 ICDI inh,Peg3 promoter,KKLEB cytotox,Shn3 3UTR inh,CF NFkB inh,Vif imaging,HIF-2a inh
COc1ccc(S(=O)(=O)Nc2ccc3c(c2)n(C)c(=O)n3C)cc1C,-22,21,2,16,-6,3,8,52,-33,8,-4
O=C(Nc1ccc(Oc2ccccc2)cc1)c1csc([C@@H]2O[C@H](CO)[C@H](O)[C@H](O)[C@H]2O)n1,-1,10,.,.,-5,-40,16,-11,6,-4,-1
Cc1ccc2[nH]c(=O)c(Cc3ccccc3)c(O)c2c1,-7,-2,1,3,-6,0,-2,-5,-1,12,5
COC(=O)c1cc(NC(=O)Cc2ccc(OC)cc2)cc(C(=O)OC)c1,-4,-20,-1,5,.,13,8,17,-5,4,-2
Cc1ccc(Nc2nc(NCCCN3CCOCC3)nc(N)c2[N+](=O)[O-])cc1,-10,-7,3,-10,-4,30,3,-10,-21,-5,-12
O=S(=O)(NC1CCC(NS(=O)(=O)c2c(F)cccc2F)CC1)c1ccc2c(c1)OCCO2 (configuration not stated),1,0,0,0,-5,6,9,-1,15,.,-7
CCN(CC)c1ccc(/C=C2\SC(N)=NC2=O)cc1,1,5,.,-29,-22,-120,1,-40,-23,i,-168
O=C(OCc1ccccc1)N1CCOCCOCCN(C(=O)OCc2ccccc2)CCOCCOCC1,9,21,6,6,-9,16,-2,2,-2,-8,-9
COc1ccc(/C=C2\N=C(c3ccccc3)NNC2=O)cc1,-2,-18,-2,-8,-5,5,-4,.,-8,3,8
CC1(C)CC(=O)C(C(=O)CCCCC(=O)C2C(=O)CC(C)(C)CC2=O)C(=O)C1,1,-29,0,1,-3,12,8,-8&7,6,-12&10,12
CC1CCN(S(=O)(=O)c2ccc(NC(=O)CNC3CCCCC3)cc2)CC1,-2,-4,-1,37,-4,20,-18,-2,7,16,14
Nc1nc(N2CCOCC2)nc(N(c2ccccc2)c2ccccc2)n1,-7,2,4,.,-6,18,-5,7,-42,.,16
O=C(CCl)N(C1CCCC1)C1CCS(=O)(=O)C1 (configuration not stated),-1,-21,4,31,-4,42,-6,2,1,7,-2
CCOc1ccc(C(=O)COC(=O)Cn2cnc3c2c(=O)n(C)c(=O)n3C)cc1,6,22,0,-6,-1,4,-8,14,19,-7,6
COC(=O)C(C)NC(=O)C1CCCN1C(=O)CNC(=O)OCc1ccccc1 (configuration not stated),8,-27,5,0,-3,5,20,-19,0,13,1
CC(C)C[C@H](NC(=O)N1CCn2c1nc1ccccc12)C(=O)NC1CC1,-5,3,2,3,-7,-5,16,3,7,-4,10
